PglD inh – C. jejuni PglD acetyltransferase inhibitors, primary screen, biochemical, DTNB colorimetric, single point; purified PglD enzyme, DTNB colorimetric CoA detection; inhibition, % at 12.5 µM; UDP-N-acetylbacillosamine N-acetyltransferase PglD (Campylobacter jejuni); 360,000 tested, 0.098% active; in the data active means inhibition above about 16%, passing the limit was not always enough; inconclusive means no clear call, values can overlap the other calls; further: strong numbers were not always called active
Cneo AK release – Cryptococcus neoformans cell lysis inducers, primary screen, AK release luminescence, single concentration; C. neoformans lysis, adenylate kinase release luminescence, 4 h; normalised: neutral wells 0, clomiphene wells 100; lysis activity, % at 15 µM; 360,000 tested, 0.2% active; AID 651654, 2012;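 active means mean lysis activity across replicates of at least 80%, whatever share of replicates individually reach that level; inactive means mean lysis activity below 80%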
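Schedule: static 4 h at 37 °C with compound, 1 h detection; system: C. neoformans cells; benchmarks: Clomiphene as positive control; buffer or medium: fresh YPD medium; measure: luminescence rise reflecting yeast cell lysis; measured by: luminescent adenylate kinase detection reagent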
LGR2 antag – inhibitors of bursicon-induced LGR2 CRE-luciferase signal, primary screen, cell-based, HEK293, CRE-luciferase reporter, bursicon stimulation; bursicon-stimulated, 4 h; inhibition, % at 9.99 µM; 380,000 tested, 0.35% active;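 active means drop in luminescence signal, shown as inhibition above about 50% in the replicate tests, limit read from the data, passing the limit was not always enough; inconclusive means probably only some replicates passing the limit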;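 further: agonist challenge used bursicon conditioned medium at about half maximal strength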
ARNT-TACC3 inh – disruptors of ARNT/TACC3 protein interaction, primary screen, biochemical, AlphaScreen, single concentration | 390,000 tested, 0.66% active | inhibition, % at 9.99 µM | AlphaScreen His-ARNT PAS-B/GST-TACC3 binding, luminescence; TACC3 fragment carries E629A point mutation | Transforming acidic coiled-coil-containing protein 3 (Homo sapiens), Q9Y6A5;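 active means mean inhibition of replicates at least 50% and at least half of replicates each reaching 50%; inconclusive means half or more replicates reach 50% but mean below 50%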;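 further: 0% = complete ARNT plus TACC3 wells and 100% = ARNT alone without TACC3; many hits fall short of the cut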
PAX8 inh HTS – inhibitors of PAX8-driven TPO luciferase reporter, primary screen, RMG-I cells, single concentration. AID 652154, 2013. 360,000 tested, 1.2% active. SteadyGlo, 24 h. inhibition, % at 12.6 µM;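 active means mean replicate inhibition at least 60% with every replicate also reaching 60%; inconclusive means only one of the two criteria is met; inactive means mean below 60% and not all replicates reaching 60%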;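 further: luciferase light reporting Pax8 driven TPO promoter activity; plate controls were median of neutral control wells for no effect and mitoxantrone controls for full effect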
PGC1a acetyl inh – inhibitors of PGC1a acetylation signal, primary screen, cell-based, U2OS, AlphaScreen, inhibitor mode; 350,000 tested, 0.17% active; inhibition, % at 15.6 µM; AlphaScreen anti-acetyl-lysine; with virally co-expressed GCN5 acetyltransferase; AID 651687, 2012;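 active means every replicate shows inhibition of at least 40%; inconclusive means mean inhibition at least 40% but some replicate below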;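 further: 0% = neutral control wells and 100% = positive control wells; some results beyond the cut were filed as inactive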
GSIS activator – GLuc luminescence reporter in INS-1E cells, primary screen for activators of glucose-dependent secretion of insulin | INS-1E GLuc reporter insulin secretion, 2-3 h | activation, % at 16.6 µM | 370,000 tested, 0.61% active;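 active means lowest replicate activation of at least 40%, so every replicate reaches that level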;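 further: 0% = median of neutral control wells and 100% = median of IBMX positive control wells; some compounds called inactive have numbers as strong as hits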
C2C12 statin – suppressors of statin myotoxicity in C2C12 myotubes, primary screen, cell-based, single point, plate reader; rescue of ATP level, % at 7.49 µM; C2C12 myotubes + simvastatin, ATP luminescence, 48 h; scaled: DMSO 0, geranylgeraniol control 100; AID 602340, 2012; 330,000 tested, 0.78% active;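 active means mean ATP rescue above about 67%, or every replicate alone reaching that limit, limit read from the data, passing the limit was not always enough; inconclusive means no clear call, values can overlap the other calls; inactive means mean under the limit and some replicate under it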;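 further: myotubes were challenged with 10 µM simvastatin during compound exposure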
Active calls of the source: *; ? = inconclusive; · = not tested or not shown.

SMILES	PglD inh	Cneo AK release	LGR2 antag	ARNT-TACC3 inh	PAX8 inh HTS	PGC1a acetyl inh	GSIS activator	C2C12 statin
C[C@@H]1CN([C@H](C)CO)C(=O)c2cccc(NC(=O)Nc3ccccc3)c2O[C@@H]1CN(C)S(=O)(=O)c1ccc(Cl)cc1	-3	-2	15	-4	14	-1	-12	44
Cc1ncc([N+](=O)[O-])n1CC(=O)NCCc1ccccc1	·	·	34	-3	-2	-3	17	·
Cc1ccc(NC(=O)C(SCC(=O)O)c2ccccc2)cc1C (stereo unspecified)	0	0	·	0	-1	1	·	·
Cc1ccc(CNC(=O)COc2ccc3c(c2)CCC3)cc1	0	-1	-6	-7	2	9	1	·
CCc1sc(N(C(=O)Cc2ccccc2)c2ccc(F)cc2)nc1-c1ccccc1	-5	-2	-9	-9	·	-6	-14	8
Cc1ccc(CN2CCSc3ccc(C(=O)NCc4ccco4)cc32)cc1	2	-2	7	0	5	-15	-5	-4
C[C@@H]1CN([C@H](C)CO)C(=O)Cc2cc(NC(=O)Nc3ccccc3)ccc2O[C@H]1CN(C)C(=O)NC1CCCCC1	-6	1	0	-9	15	0	7	18
CCOC(=O)C1CCN(C(=O)COC(=O)c2cc([N+](=O)[O-])ccc2N2CCOCC2)CC1	-2	0	0	0	-14	·	28	1
CN1CCN(CCCNC(=O)c2cn(C3CCCCC3)c(=O)c3c2c2ccccc2n3C)CC1	-1	-2	·	-5	·	0	·	-12
O=C(NC1CCS(=O)(=O)C1)c1cc(-c2ccccc2)nc2ccccc12 (stereo unspecified)	1	0	1	0	-17	3	3	-7
COC(=O)c1cc(Cn2nc(C(=O)O)c3ccccc3c2=O)oc1C	-6	-1	-4	1	13	7	-7	-13
O=C(Nc1ccc2c(c1)OCO2)NC1(C(F)(F)F)Oc2ccccc2O1	-2	-1	·	5	·	·	·	57
Cc1nn(-c2ccccc2)c(C)c1Cc1ccc(O)cc1	-2	0	-34	-7	-101	-1	10	2
COc1ccccc1CNC(=O)c1ccc(Br)o1	-2	1	-5	0	-3	·	9	18
COC(=O)C1=C(C)NC(=O)/C1=C\c1cccs1	4	-2	-6	1	·	-15	-3	1
O=C(CN1CCCCCCC1)N/N=C/c1ccccc1F	·	·	-10	1	-1	·	38	·
COCCCNC(=S)N1CCN(C)CC1	12	3	-15	-9	-10	16	17	7
Cc1ccc(NC(=O)CSc2nnc(-c3ccncc3)n2N)cc1C	2	-3	·	-2	·	·	·	7
C[C@@H]1CN([C@H](C)CO)C(=O)c2cc(NS(=O)(=O)c3cccs3)ccc2O[C@@H](C)CCCCO[C@H]1CN(C)Cc1ccccc1	4	3	-5	-1	-8	10	-14	·
O=C(NCCc1ccccc1)C1CCN(S(=O)(=O)N2CCCC2)CC1	-3	3	-7	-1	·	3	5	3
COc1ccc(-c2oc(=O)c3cc(OC)c(OC)cc3c2/C=C/c2cccc([N+](=O)[O-])c2)cc1	3	4	4	-14	-6	-16	0	-103
Cc1ccc(N2C(SCC(=O)O)=NC(=Nc3cccc(C)c3)C23CCCC3)cc1	3	0	8	-5	-3	1	6	7
Cc1ccc(NC(=O)C[C@H]2CC[C@H]3[C@@H](COc4ccc(NC(=O)C5CCC5)cc4C(=O)N3C)O2)cc1	-1	4	5	-6	-5	·	6	-6
CC(C)OC(=O)Cn1nnc2c(cnn2-c2ccccc2)c1=O	1	1	·	-1	·	14	·	-5
CCOC(=O)C1=CCC(c2ccc(C)cc2)N(S(=O)(=O)c2ccc(C)cc2)C1 (stereo unspecified)	-1	2	8	·	-9	-1	5	-17
O=C(O)/C(=N/NC(=O)c1ccc(Cl)cc1)c1ccccc1	-1	0	24	-1	0	3	0	5
Cc1ccnc2nc(C(=O)OCC(=O)N3CC(C)CC(C)C3)nn12 (stereo unspecified)	-2	7	-23	4	-6	5	3	-7
CC[C@@H](C)[C@H](NC(=O)Cc1c(C)c2c(cc(C)c3c(C)coc32)oc1=O)C(=O)O	-1	1	-3	3	5	6	9	-2
C=CCn1cccc(C(=O)Nc2ccc(OC)cc2OC)c1=O	·	·	-8	2	-23	-10	-1	0
O=C(NCCc1ccccc1)c1ccc(NS(=O)(=O)c2ccc3[nH]c(=O)[nH]c3c2)cc1	·	·	-6	-5	-73	·	8	·
COc1ccc(CCNC(=O)COC(=O)c2ccc(N3CCCC3=O)cc2)cc1	·	·	2	-3	2	37	-3	·
CC(=O)C1=C(O)CC(c2ccccc2)CC1=NCCc1c(C)[nH]c2ccccc12 (stereo unspecified)	5	-1	7	-4	0	-6	-25	21
COc1cc(/C=C/c2ccc(/C=C/c3cc(OC)c(OC)c(OC)c3)cc2)cc(OC)c1OC	·	·	9	2	-12	-8	-1	·
C[C@@H]1CN([C@@H](C)CO)C(=O)c2cccc(NC(=O)C3CCCCC3)c2O[C@H]1CN(C)S(=O)(=O)c1cn(C)cn1	·	·	-5	·	6	0	12	-4
CC1CCN(C(=O)COc2coc(CN3CCc4ccccc43)cc2=O)CC1	-3	1	-10	-2	26	·	-27	·
Cc1cccnc1NC1OC(=O)c2ccccc21 (stereo unspecified)	3	0	-5	-12	·	3	2	·

Pulled by structure from the list above, 4 records:
SMILES	PglD inh	Cneo AK release	LGR2 antag	ARNT-TACC3 inh	PAX8 inh HTS	PGC1a acetyl inh	GSIS activator	C2C12 statin
O=C(NC1CCS(=O)(=O)C1)c1cc(-c2ccccc2)nc2ccccc12 (stereo unspecified)	1	0	1	0	-17	3	3	-7
CCOC(=O)C1=CCC(c2ccc(C)cc2)N(S(=O)(=O)c2ccc(C)cc2)C1 (stereo unspecified)	-1	2	8	·	-9	-1	5	-17
CC1CCN(C(=O)COc2coc(CN3CCc4ccccc43)cc2=O)CC1	-3	1	-10	-2	26	·	-27	·
CCOC(=O)C1CCN(C(=O)COC(=O)c2cc([N+](=O)[O-])ccc2N2CCOCC2)CC1	-2	0	0	0	-14	·	28	1

Going on with the list:
SMILES	PglD inh	Cneo AK release	LGR2 antag	ARNT-TACC3 inh	PAX8 inh HTS	PGC1a acetyl inh	GSIS activator	C2C12 statin
CN1CCN(c2ccc(S(=O)(=O)N3CCCCC3)cc2NC(=O)c2ccc3ccccc3c2)CC1	·	·	2	-2	-16	·	-3	·
CO[C@H]1CN(C)C(=O)c2cc(NC(=O)c3ccc(F)cc3)ccc2OC[C@H](C)NC[C@H]1C	-2	0	14	-6	-6	9	27	-8
N#C[C@@H]1[C@H](c2ccc(C3=CCCC3)cc2)[C@H](CO)N1C(=O)NC1CCCC1	0	48	31	15	-1	-20	-6	-3
O=C(/C(=C/c1cccc(Cl)c1)c1nc2ccccc2[nH]1)c1ccccc1	·	·	19	2	-111	·	-31	6
COCCCNC(=O)[C@@]1(Cc2ccccc2CN=[N+]=[N-])COC(c2ccc(OCCCO)cc2)=N1	2	38	·	-6	-7	·	·	·
C[C@H](CO)N1C[C@H](C)[C@H](CN(C)Cc2cccc(C(F)(F)F)c2)OCc2ccccc2-c2ccccc2C1=O	·	·	-2	·	28	8	-8	·
Cc1ccc(-c2cc(C(=O)N3CCOCC3)c3cc(C)ccc3n2)cc1	-2	-5	-27	·	-12	-8	3	-3
O=C(CSc1nc2ccc(N3CCOCC3)cc2c(=O)n1CCc1ccccc1)NCC1CCCO1 (stereo unspecified)	·	·	-31	-1	5	-15	3	·
O=C(NCc1cccnc1)c1nn2cccnc2c1Cl	·	·	16	5	10	·	0	-9
O=[N+]([O-])c1ccc(-c2cnc(SC(c3ccccc3)c3ccccc3)[nH]2)cc1	·	·	?	-3	24	·	-11	·
C[C@@H]1CN([C@H](C)CO)C(=O)c2cc(NS(=O)(=O)c3ccc(Cl)cc3)ccc2O[C@@H](C)CCCCO[C@@H]1CN(C)C(=O)Cc1ccccc1	2	-4	19	·	17	-1	-21	·
Nc1ncnc2c1ncn2C1OC(C(=O)NC2CC2)C(O)C1O (stereo unspecified)	7	2	-27	-2	17	-20	10	6
Cn1c(CCN2CCN(c3ccc(F)cc3)CC2)nc2cc(NC(=O)c3ccco3)ccc21	-2	-2	·	13	·	-21	·	-6
CCOc1ccccc1C1c2[nH]c3ccccc3c2C[C@H]2C(=O)N(C3CCN(Cc4ccccc4)CC3)CC(=O)N12 (stereo partly specified)	-3	7	3	-4	53	-1	-11	-8
CC(C)c1cc(CN2CCN(Cc3ccc(F)c(F)c3)C(CCO)C2)[nH]n1 (stereo unspecified)	6	-5	-9	2	4	6	-24	0
Nc1ccc(Oc2ccc(Br)cc2)cc1	-6	-1	-17	3	-28	·	-9	·
O=C(NCc1ccc(F)cc1)C1CCCN1S(=O)(=O)c1cccc2nsnc12 (stereo unspecified)	11	2	-3	-1	-5	3	7	-12
O=C(NCCNC(=O)c1cc(OCC(F)(F)F)ccc1OCC(F)(F)F)Nc1cccc(C(F)(F)F)c1	-1	1	·	2	·	·	·	-1
O=C1CC(/C=C/c2cccnc2)=Nc2ccccc2N1	-6	-2	40	-3	11	1	6	-4
COc1ccc(CN2CCNC(=O)C2CC(=O)N(C)Cc2ccon2)c(OC)c1 (stereo unspecified)	·	·	8	·	-10	-1	-4	·
C[C@H]1CN([C@@H](C)CO)S(=O)(=O)c2ccc(/C=C/c3ccccc3)cc2O[C@@H]1CN(C)C(=O)NC1CCCCC1	-1	5	40	3	-3	-5	-17	-2
COc1ccccc1-c1cnc2c(c1)C(=O)N([C@@H](C)CO)C[C@H](C)[C@@H](CN(C)CC1CCOCC1)O2	·	·	16	·	-24	5	5	-2
COc1c2ccoc2cc2oc(C)cc(=O)c12	-1	0	22	3	·	5	6	-7
Cc1cc(C)c(S(=O)(=O)Nc2ccnc(-c3cccnc3)n2)c(C)c1	·	·	·	-6	22	-12	6	-7
N=c1c2c(-c3ccccc3)c(-c3ccccc3)n(Cc3ccco3)c2ncn1CCCn1ccnc1	-4	8	·	20	30	·	·	·
CCCC(=O)Nc1ccc2c(c1)OC[C@H](C)N(C(=O)CC1CC1)C[C@@H](C)[C@@H](OC)CN(C)C2=O	-1	1	4	-5	4	1	2	-2
CC(=O)Oc1c(C)c(C)c2c(c1C)CCC(C)(CCCC(C)CCCC(C)CCCC(C)C)O2 (stereo unspecified)	5	-1	-15	-18	1	-8	·	7
Cc1nn(C)c(C(=O)Nc2ccc(Cn3cccn3)cc2)c1[N+](=O)[O-]	1	-1	-1	2	·	0	-2	37
CC(=O)Nc1ccc(S(=O)(=O)/N=C2\SCCN2S(=O)(=O)c2ccc(NC(C)=O)cc2)cc1	-2	-5	·	-3	·	17	20	6
Cc1ccc(N=C2NC(=O)/C(=C\c3cccs3)S2)cc1C	·	·	-31	-26	-64	·	33	·
CC(=O)Nc1ccc(S(=O)(=O)N2CCN(C(=O)c3cccnc3)CC2)cc1	4	-1	·	1	-14	-2	·	-11
O=C(Cn1cnc2c(OCc3ccccc3)ncnc21)NCCCn1ccnc1	-2	0	-12	-1	14	·	37	7
COc1ccccc1NC(=O)c1ccc(-c2ccccc2[N+](=O)[O-])o1	·	·	-64	-6	-120	·	9	·
O=c1[nH]c2ccc(S(=O)(=O)N3CCCCC3)cc2[nH]1	0	1	0	1	·	-4	-19	8
COc1ccc(-c2nnnn2CCc2ccccc2)cc1	3	-1	·	1	·	-11	·	5

Screens as filed in PubChem BioAssay.
